# M5 ag: human M5 muscarinic receptor agonists, primary screen, CHO-K1 cells, Fluo-8 calcium fluorescence; Muscarinic acetylcholine receptor M5 (Homo sapiens), P08912; 360,000 tested, 0.19% active; activation, % at 3 µM; AID 624037, 2012; CHO-K1 hM5 cells; 0% DMSO wells, 100% maximal acetylcholine response;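 active means activation above the run's mean over test compounds plus 3 SD, cut at about 23% in these data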;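 further: signal is peak over basal fluorescence ratio across the kinetic read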
# Target sequence (P08912 whole entry, looked up): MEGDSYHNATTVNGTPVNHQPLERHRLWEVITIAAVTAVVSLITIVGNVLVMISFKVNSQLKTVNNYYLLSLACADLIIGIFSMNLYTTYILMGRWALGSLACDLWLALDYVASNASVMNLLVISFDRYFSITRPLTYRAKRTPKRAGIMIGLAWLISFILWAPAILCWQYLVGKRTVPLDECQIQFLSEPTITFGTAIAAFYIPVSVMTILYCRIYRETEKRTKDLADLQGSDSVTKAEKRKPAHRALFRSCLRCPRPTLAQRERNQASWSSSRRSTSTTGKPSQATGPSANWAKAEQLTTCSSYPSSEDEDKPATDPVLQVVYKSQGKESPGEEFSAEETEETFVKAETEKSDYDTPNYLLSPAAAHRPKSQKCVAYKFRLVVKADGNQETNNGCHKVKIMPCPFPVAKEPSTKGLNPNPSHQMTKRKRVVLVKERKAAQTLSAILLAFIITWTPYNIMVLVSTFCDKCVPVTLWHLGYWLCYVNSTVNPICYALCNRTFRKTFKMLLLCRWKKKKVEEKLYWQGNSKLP
# CHO-K1 Ca antag: counter-screen for M1 antagonists: effect in parental CHO-K1 cells; ATP-induced calcium, Fluo-8 fluorescence; 360,000 tested, 0.6% active; inhibition, % at 3 µM;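 active means inhibition above a per-plate cutoff, the plate's mean sample inhibition plus 3 SD, cut at about 24% in these data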;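 further: 0% = DMSO plus EC80 ATP and 100% = DMSO alone without ATP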
# M5 PAM: human M5 muscarinic receptor positive allosteric modulators, primary screen, CHO-K1 cells, Fluo-8 calcium fluorescence; activation, % at 3 µM; 360,000 tested, 0.3% active; CHO-K1 hM5, ACh EC20 PAM; 0% = ACh EC20, 100% = ACh EC100;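 active means activation above the run cutoff, the mean activation of all test compounds plus 3 SD, cut at about 18% in these data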
#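 Assay system – human M5 receptor in CHO-K1 cells · Read-out – % activation, ACh-normalized · Technique – Fluo-8 calcium fluorescence · Dosing – single-point, 3 µM nominal · Incubation – Fluo-8 loading 80 min at 37 °C plus 30 min room temperature · Repeats – singlicate, one well per test compound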
# CHO-K1 Ca ag: counter-screen for M1 agonists: effect in parental CHO-K1 cells. 360,000 tested, 0.48% active. activation, % at 3 µM. AID 602248, 2012. Fluo-8 calcium fluorescence; scaled to maximal ATP response, vehicle zero; in the data active means activation above about 15%;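 further: untransfected CHO-K1 host cells lacking M1 receptor as counterscreen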
# CHRM4 PAM: human M4 muscarinic receptor positive allosteric modulators, primary screen, CHO-K1 cells, Fluo-8 calcium fluorescence; Muscarinic acetylcholine receptor M4 (Homo sapiens), P08173; CHO-K1 hM4/Gqi5, ACh EC20; 0% = ACh EC20, 100% = maximal ACh; activation, % at 3 µM; 360,000 tested, 0.4% active;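 active means activation above its plate's cutoff, the mean activation of sample wells plus 3 SD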; further: some results filed as inactive read as strong as hits
# Target sequence (P08173 whole entry, looked up): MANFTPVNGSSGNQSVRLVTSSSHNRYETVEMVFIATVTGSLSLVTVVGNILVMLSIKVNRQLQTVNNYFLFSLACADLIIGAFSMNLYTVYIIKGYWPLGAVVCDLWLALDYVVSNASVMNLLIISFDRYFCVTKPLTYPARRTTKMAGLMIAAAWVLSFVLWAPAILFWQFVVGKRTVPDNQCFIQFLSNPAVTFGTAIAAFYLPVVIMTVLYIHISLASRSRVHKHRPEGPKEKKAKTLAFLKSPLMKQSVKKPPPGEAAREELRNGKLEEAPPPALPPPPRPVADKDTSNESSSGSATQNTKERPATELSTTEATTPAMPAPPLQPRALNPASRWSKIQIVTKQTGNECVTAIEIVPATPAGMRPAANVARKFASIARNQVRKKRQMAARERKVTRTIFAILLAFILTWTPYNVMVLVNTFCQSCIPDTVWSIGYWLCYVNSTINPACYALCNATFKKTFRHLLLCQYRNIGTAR
# M4 antag: human M4 muscarinic receptor antagonists, primary screen, CHO cells, Fluo-8 calcium fluorescence; AID 624125, 2012; Muscarinic acetylcholine receptor M4 (Homo sapiens), P08173; CHO-hM4 cells, ACh EC80; inhibition, % at 3 µM; 360,000 tested, 0.73% active;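 active means inhibition above its plate's cutoff, the mean inhibition of sample wells plus 3 SD, cut at about 27% in these data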;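 further: 0% = acetylcholine EC80 with DMSO and 100% = DMSO without agonist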
# CHRM4 agonist: human M4 muscarinic receptor agonists, primary screen, CHO-K1 cells, Fluo-8 calcium fluorescence; activation, % at 3 µM; AID 624127, 2012; Muscarinic acetylcholine receptor M4 (Homo sapiens), P08173; 360,000 tested, 0.14% active; CHO-K1 hM4/Gqi5; vehicle 0%, full acetylcholine response 100%;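 active means activation above the run mean over all test wells plus 3 SD, cut at about 32% in these data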;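 further: peak over basal fluorescence ratio per well then scaled between controls; 0% = DMSO wells and 100% = acetylcholine at EC100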
# CHRM5 antagonist: human M5 muscarinic receptor antagonists, primary screen, CHO cells, Fluo-8 calcium fluorescence. Muscarinic acetylcholine receptor M5 (Homo sapiens), P08912. CHO-hM5 cells, ACh EC80. inhibition, % at 3 µM. 360,000 tested, 0.59% active;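 active means inhibition above a per-plate cutoff, the mean of that plate's test compounds plus 3 SD, cut at about 27% in these data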;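 further: 0% = acetylcholine EC80 with DMSO and 100% = DMSO without agonist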
# CHO-K1 Ca PAM: nonselective calcium activators in parental CHO-K1 cells, primary screen, counter-screen for M1 PAM project, cell-based, Fluo-8 calcium fluorescence, full deck, 1536-well; ATP EC20; 0% at ATP EC20, 100% at ATP max; activation, % at 3 µM; 360,000 tested, 0.02% active; AID 602247, 2012;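 active means activation above the run cutoff, the mean activation of all test compounds plus 3 SD, cut at about 40% in these data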;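 further: peak over basal fluorescence ratio in a 140 s read after ATP addition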
# * hit, by the source's call. Compounds were not picked by outcome; 2.7% or so of the library scored in one or more.
SMILES,M5 ag,CHO-K1 Ca antag,M5 PAM,CHO-K1 Ca ag,CHRM4 PAM,M4 antag,CHRM4 agonist,CHRM5 antagonist,CHO-K1 Ca PAM
COc1ccc(C(=O)NC(=S)Nc2ccc3oc(=O)ccc3c2)cc1[N+](=O)[O-],-5,-8,-6,0.4,1,3,1,19,9
CC(C)c1ccc(CN2CCC(C)(Oc3ccc(Cl)cc3)C2)cc1 (configuration not stated),-2,-8,-3,1.3,0,-3,0,-4,18
C=CCc1cccc2cc(C(=O)Nc3ccc(F)cc3)c(=O)oc12,1,13,-2,0.3,-2,-3,1,0,-8
CCOC(=O)N(C)C[C@H]1OCc2cnnn2CCCC(=O)N([C@@H](C)CO)C[C@H]1C,1,-5,-1,0.1,-3,8,1,0,-1
CSCCC(NC(=O)c1ccccc1Br)C(=O)NNC(=O)c1cc(C)oc1C (configuration not stated),7,-6,-2,-0.1,4,12,-1,3,-7
Cc1ccc(NC(=O)c2cc3ccccc3cc2O)cc1,-2,10,-11,2.4,7,-12,12,16,-8
COc1ccc(N=Nc2cc(C)ccc2O)cc1,-2,-10,-1,0.2,-3,13,1,6,-14
CCCC(=O)Nc1c(-c2cccc(C)c2)c(=O)c2ccccc2n1C,-4,-10,7,0.4,6,-4,0,-1,-5
O=S(=O)(c1ccc(F)cc1)c1nc(-c2ccc(F)cc2)oc1NCCN1CCOCC1,0,-7,-1,1.6,10,-8,3,-10,20
CCOC(CNC(=O)c1cccc([N+](=O)[O-])c1)OCC,0,-3,-1,1.0,0,10,0,6,-9
COc1ccccc1N1CCN(Cc2nc(N)nc(Nc3ccc(C)c(Cl)c3)n2)CC1,3,4,-8,1.8,7,-5,6,7,8
Cc1ccc(S(=O)(=O)NC(=O)C2(C)CCN2C(=O)C2CCCCC2)nc1 (configuration not stated),2,28*,0,-0.6,14,-5,0,3,-6
O=C(CCCc1nc(-c2ccc(Cl)cc2)no1)NC1CCCC1,4,4,-12,17*,-1,7,11,5,-5
CC12CCC(C(=O)Nc3ccccc3-n3cccc3)(CC1=O)C2(C)C (configuration not stated),-1,-2,-7,0.5,7,0,0,17,-2
O=C(NCC(=O)N1CCN(c2ccccc2F)CC1)c1ccc(Br)o1,-1,-10,-1,0.5,5,-9,0,-3,-11
Cc1[nH]nc(NCCO)c1[N+](=O)[O-],-1,-7,10,0.1,0,2,0,2,7
CCOC(=O)c1[nH]c2ccccc2c1NC(=O)Nc1ccc(OC)cc1,4,-24,2,0.6,12,-10,1,-3,9
O=C(CSc1nnc(-c2ccncc2)n1Cc1ccco1)c1ccc(Cl)cc1,7,21,2,-0.7,-1,1,0,0,-5
Cc1ccc(NC(=O)CNc2ccccc2CN(C)C2CCCCC2)cc1,-3,-12,12,1.6,1,4,2,4,24
CC1CCCC(NC(=O)CSc2n[nH]c(N)n2)C1C (configuration not stated),1,-12,7,2.0,-1,1,0,4,22
COc1ccccc1-c1nc(C#N)c(N2CCN(c3cccc(Cl)c3)CC2)o1,-1,8,-4,-0.1,10,2,0,11,16
Cc1cccc(Cn2cnc3c(nnn3Cc3ccc(F)cc3)c2=O)c1,3,-37,-11,4.8,-9,-11,18,9,16
COC(=O)C1=C(C)N(Cc2ccccc2)C(=NCCN2CCOCC2)N[C@H]1CCc1ccccc1,-7,-15,-5,0.9,1,-13,1,12,14
C[C@H](CO)N1C[C@H](C)[C@@H](CN(C)S(=O)(=O)c2ccccc2)Oc2ccc(NC(=O)Cn3cnnn3)cc2C1=O,2,-17,5,0.7,6,-1,1,1,15
Cc1onc(-c2c(F)cccc2Cl)c1C(=O)Nc1nnc(C(F)(F)F)s1,6,2,-12,15,-3,1,15,29*,7
CN(Cc1ccccc1)C(=O)CCC1CCN(S(=O)(=O)N(C)C)CC1,3,-11,-6,1.3,0,-2,1,10,13
CC(C)Cn1c(-c2ccncc2)n[nH]c1=S,-2,4,2,-0.6,5,-6,1,2,4
CC1=CC(C)(C)N2C(=O)C3(C(C#N)=C(N)OC4=C3C(=O)CCC4)c3c(C)c(C)cc1c32 (configuration not stated),-1,9,6,-0.3,1,1,0,-9,-6
COc1ccc(/C=C/C(=O)NC2CCCCCC2)cc1S(=O)(=O)N1CCOCC1,1,1,-3,0.7,-4,-6,3,2,8
N#Cc1c(C(F)(F)F)cc(-c2ccc(F)cc2)nc1SCC(=O)O,-4,-3,1,3.2,5,-14,0,0,-6
O=C(NC(=S)NCCC1=CCCCC1)c1ccco1,-6,-2,-5,-0.2,1,-8,-2,-2,27
Cc1nc(SCC(=O)OCc2ccccc2)c2c(=O)n(C)c(=O)n(C)c2n1,2,3,-5,0.3,3,-7,1,4,14
CCCCNS(=O)(=O)c1ccc2nc(-c3cccnc3)cc(C(=O)NCC(OC)OC)c2c1,-1,-13,-3,2.0,-1,-8,3,3,12
CC(=O)c1cccc(Nc2cc(C)nc3c(C)cc(C)cc23)c1,-3,-4,4,-0.3,-1,4,0,3,13
CCN(C(=O)CSc1nc2ccc(C)cc2[nH]1)C1CCS(=O)(=O)C1 (configuration not stated),0,-12,6,0.2,13,-4,1,10,6
Cc1ccc(NC(=O)CC2S/C(=N/c3nccs3)N(C)C2=O)c(C)c1 (configuration not stated),-10,-16,0,1.4,6,-18,4,1,23
COc1ccc(CNC(=O)CSc2nc(-c3ccccc3)cc(-c3cccs3)c2C#N)cc1,2,-6,-1,0.0,9,0,1,0,11
COc1ccccc1C(=O)NC1CC(C)(C)NC(C)(C)C1,-2,-8,7,1.6,0,6,1,1,11
COc1cccc(/C=C2\SC(=S)N(CCCC(=O)N(CCO)c3ccccc3)C2=O)c1,-4,-4,-6,4.2,-8,5,10,15,-11
O=C(CCNS(=O)(=O)c1ccc2c(c1)CCC(=O)N2)Nc1ccc(F)c(F)c1,-1,-10,-8,-0.2,4,1,1,8,-7
CCOc1ccc(C2c3[nH]c4ccccc4c3CCN2C(=O)Cn2cncn2)cc1 (configuration not stated),2,-2,-5,0.9,-12,8,3,8,16
COc1ccccc1N(C(=O)c1ccncc1)c1nc(-c2ccc([N+](=O)[O-])cc2)cs1,-5,-6,-18,1.7,-12,-4,5,6,21
COc1ccccc1N1CCN(C2CCCN(S(=O)(=O)c3cccc(Cl)c3)C2)CC1 (configuration not stated),-3,-6,-10,3.5,-4,-11,11,1,6
Cc1cccc(N2CCN(C(=O)c3c(-c4ccccc4)noc3C)CC2)c1C,-2,-14,3,0.8,15,-11,4,0,19
CCc1ccc(-c2cc(C)no2)cc1S(=O)(=O)Nc1cc(C)ccn1,-2,-13,-3,0.1,0,0,1,13,-1

# Four entries from above, bar-delimited:
compound | M5 ag | CHO-K1 Ca antag | M5 PAM | CHO-K1 Ca ag | CHRM4 PAM | M4 antag | CHRM4 agonist | CHRM5 antagonist | CHO-K1 Ca PAM
Cc1ccc(NC(=O)CC2S/C(=N/c3nccs3)N(C)C2=O)c(C)c1 (configuration not stated) | -10 | -16 | 0 | 1.4 | 6 | -18 | 4 | 1 | 23
COc1ccc(CNC(=O)CSc2nc(-c3ccccc3)cc(-c3cccs3)c2C#N)cc1 | 2 | -6 | -1 | 0.0 | 9 | 0 | 1 | 0 | 11
COc1ccccc1C(=O)NC1CC(C)(C)NC(C)(C)C1 | -2 | -8 | 7 | 1.6 | 0 | 6 | 1 | 1 | 11
COc1cccc(/C=C2\SC(=S)N(CCCC(=O)N(CCO)c3ccccc3)C2=O)c1 | -4 | -4 | -6 | 4.2 | -8 | 5 | 10 | 15 | -11

# Carrying on.
SMILES,M5 ag,CHO-K1 Ca antag,M5 PAM,CHO-K1 Ca ag,CHRM4 PAM,M4 antag,CHRM4 agonist,CHRM5 antagonist,CHO-K1 Ca PAM
O=C(NC1CCCc2ccccc21)C12CC3CC(CC(O)(C3)C1)C2 (configuration not stated),1,3,4,0.0,-5,-8,1,8,-11
Cc1ccc2nc(-c3ccc(NC(=O)c4ccco4)cc3)[nH]c2c1,0,11,-15,1.6,-10,11,4,8,-8
CCOc1ccc(NC(=O)C2CCN(S(=O)(=O)c3c(C)noc3C)CC2)cc1,-5,-17,-1,1.4,-2,7,2,12,17
COc1ccc(CN2CC(C(=O)NCCCN3CCN(C)CC3)CC2=O)cc1 (configuration not stated),0,-2,2,-0.1,3,18,0,1,5
COc1ccc([C@H]2CC(=O)C=C(c3cccc(C(C)C)c3)C2)cc1,-2,-13,-6,0.4,-2,-6,1,7,10
CC(C)NC(=O)c1ccccc1NC(=O)C1CC(=O)N(C(C)C)C1 (configuration not stated),3,-9,0,0.9,-10,-1,0,0,19
CC(C)NC(=S)N/N=C/c1ccccc1[N+](=O)[O-],-1,-4,0,-0.5,4,-6,2,8,11
CCN(CC)CCN1C(=O)C(=O)/C(=C(/O)c2ccc(S(=O)(=O)N3CCOCC3)cc2)C1c1ccc(C)cc1 (configuration not stated),-2,2,-10,0.2,2,2,1,15,2
CC1CCN(C(=O)CSc2nc3ccccc3c(=O)n2Cc2ccc3c(c2)OCO3)CC1,-2,-3,-4,0.3,-1,-1,-2,-4,2
Cc1cc(C)c2c(N)c(C(=O)Nc3cccc(C)c3C)sc2n1,1,-12,-1,1.5,7,-14,2,7,13
O=C(N/N=C/c1ccccc1C(=O)O)C(=O)N1CCCCC1,0,-4,0,19*,9,-1,1,-1,27
CCOC(=O)CNC(=O)c1cccs1,-1,-10,-4,0.7,-2,6,0,6,24
Nc1cc(SCc2ccc([N+](=O)[O-])cc2)ncn1,-2,7,-2,-0.3,3,5,1,6,-15
O=c1[nH]ncc2c3ccccc3n(Cc3ccccc3)c12,0,-13,5,0.6,7,7,0,-7,20
CCOC(=O)c1c(C)[nH]c(C(=O)COC(=O)c2ccccn2)c1C,0,-8,-4,1.1,0,8,4,-5,15
COc1ccc(CNC(=O)CCCn2nc(C)c([N+](=O)[O-])c2C)cc1,-1,-7,-4,0.3,-6,7,1,1,16
CCOc1ccc(-n2ccc(=O)c(C(=O)O)n2)cc1,-4,-5,2,-0.1,6,-4,2,-7,1
Cc1nnc(SC(C)C(=O)c2c[nH]c3ccccc23)n1C1CC1 (configuration not stated),-3,2,2,-0.3,-2,-22,-1,0,-7
C/C(=N\NC(=O)c1cccc(S(=O)(=O)N2CCCC2)c1)c1ccccc1F,-3,1,-8,1.0,-2,-8,2,5,13
COc1ccc(OC)c(Nc2nc(-c3sc(N)nc3C)cs2)c1,0,-3,-2,0.4,-5,12,2,3,-2
CCCCOC(=O)c1ccc(N/C(=N\S(=O)(=O)c2ccccc2)c2ccccc2)cc1,-3,4,-6,3.1,-15,9,-2,1,8
CCc1nc2ccc(C(=O)NC3CCN(Cc4ccccc4)CC3)cn2c1N(C)Cc1cc2ccccc2s1,-2,9,-6,3.4,-11,9,12,15,15
O=[N+]([O-])c1cc([N+](=O)[O-])c(Oc2cncc(Cl)c2)cc1NN1CCCCC1,1,-15,8,-0.7,15,-6,0,2,16
CSc1ncnc2c1ncn2CC(=O)C1CCC2C3CCC4=CC(=O)CCC4(C)C3CCC12C (configuration not stated),7,-8,-15,1.4,-6,-8,14,7,3
